WT yeast gro inh = growth inhibition of WT yeast, mitochondrial fusion screen | mitochondrial fusion phenotypic screen, WT strain | inhibition, % at 10 µM | 190,000 tested, 2.1% active | AID 1362; in the data active means inhibition above about 58%; tested in S. cerevisiae
Rac1 GTP hydrolysis = MgcRacGAP GTPase-activating activity inhibitors, confirmation, biochemical, ADP Hunter fluorescence | MgcRacGAP-stimulated Rac1 GTP hydrolysis, ADP Hunter fluorescence; higher % means a stronger effect; GST-tagged Rac1 F28L mutant substrate | inhibition, % at 30 µM; hits with a dose series show IC50 in µM | 340,000 tested, 0.6% active;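 active means first-screen hits whose inhibition reached a set limit at any dose in the follow-up dose series; inconclusive means inhibition above the set first-screen limit but never retested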;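 further: fluorescence reports GDP produced by GAP-driven GTP hydrolysis; strong numbers were not always called active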
SV40 large T antigen = TAg ATPase/helicase activity blockers – biochemical (AID 1903) | 310,000 tested, 0.39% active | one-dose inhibition, % at 20 µM; IC50 in µM for titrated hits | SV40 large T antigen ATPase/helicase inhibition assay; higher % means a stronger effect; in the data active means a potency from the dose series; inconclusive means inhibition mostly from about 32% at the one dose, without a potency; inactive means the rest, 99 in 100 with inhibition below about 32%; further: strong numbers were not always called active
RSV antiviral HEp-2 = inhibition of RSV-induced cytopathic effect – HEp-2 cells, primary 10 µM value included (AID 2391) | HEp-2 cells, RSV-induced CPE inhibition; higher % means a stronger effect | 310,000 tested, 0.13% active | CPE inhibition, % at 10 µM, or IC50 in µM where a hit was titrated; in the data active means a potency from the dose series; inconclusive means CPE inhibition mostly from about 23% at the one dose, without a potency; inactive means the rest, 99 in 100 with CPE inhibition below about 21%; further: strong numbers were not always called active
Salmonella PhoP GFP = PhoP-dependent GFP reporter repression – Salmonella Typhimurium, primary screen (AID 1863); S. Typhimurium PhoP-regulated promoter GFP reporter, 4 h; higher % means a stronger effect; one-dose inhibition, % at 50 µM; IC50 in µM for titrated hits; 300,000 tested, 0.16% active;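 active means inhibition over 29.93%, a cutoff 3 SD above the screen mean, later confirmed by dose response; inconclusive means inhibition over 29.93% but no dose response follow-up; inactive means inhibition at most 29.93% or unconfirmed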;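 further: 0% = low Mg2+ inducing control and 100% = high Mg2+ repressing control; strong numbers were not always called active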
Myeloid diff 2 = compounds promoting myeloid differentiation; ER-HoxA9 myeloid progenitors, lysozyme-GFP differentiation, flow cytometry; calls only at 10 µM; 360,000 tested, 1% active; AID 624256;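 active means normalized GFP-positive differentiation at or above the plate's own cutoff, the solvent-only control mean plus 3 SD; inconclusive means no clear call, values can overlap the other calls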;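 further: cells exposed to compound for four days before flow analysis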
T cell modulator = T cell immune modulation candidate. 2C CD8+ T cell-vesicle binding, flow cytometry; stronger effect = lower value. calls only at 7 µM. AID 2052. 330,000 tested, 0.068% active;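 active means response, share of CD8 T cells binding vesicles, and their 90th percentile fluorescence all below set limits, cut at about 80% in these data, passing the limit was not always enough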
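System: murine 2C transgenic CD8+ T lymphocytes; also added: QL9-loaded Drosophila micro-vesicles; times: binding 1.5 h at 37 °C; measured by: flow cytometry, PE anti-B7-1 (FL2) versus Alexa647 anti-CD8 (FL8), PFA-fixed; control set: Peptide-free naked vesicles (low) and QL9 vesicles with 0.7% DMSO vehicle (high)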
b-catenin transl = modulators of beta-catenin nuclear translocation; nuclear translocation activity, % at 5 µM; HeLa beta-catenin nuclear translocation, immunofluorescence imaging; 190,000 tested, 0.3% active; AID 1665;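 active means nuclear translocation activity above 50% at 5 µM, with a well cell count of 50 or more; inconclusive means wells under 50 cells across six images, flagged as toxic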;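 further: per-cell ratio of nuclear to cytoplasmic median beta-catenin stain intensity; plate controls were DMSO negative control for no effect and GSK-3 inhibitor IX positive control for full effect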
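Test system: human HeLa cell line; Doses: 5 µM primary, 0.02–20 µM confirmation; Incubation: 24 h compound exposure, 37°C; Detection: beta-catenin immunofluorescence imaging with DAPI; Read-out: beta-catenin nuclear/cytoplasmic ratio, % activation.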
West Nile virus CPE = West Nile virus antiviral activity, cell-based, CPE readout (AID 1621) | West Nile virus-infected cells, CPE inhibition; higher % means a stronger effect | CPE inhibition, % at 10 µM; hits with a dose series show IC50 in µM | 290,000 tested, 0.02% active; in the data active means a potency from the dose series; inconclusive means CPE inhibition mostly from about 3.7% at the one dose, without a potency; inactive means the rest, 99 in 100 with CPE inhibition below about 2.2%; further: strong numbers were not always called active
WT yeast gro inh mutant strain = second read-out of WT yeast gro inh, no call of its own (marks repeat the call); inhibition, %; mitochondrial fusion phenotypic screen, mutant strain inhibition
b-catenin transl cell count 5 µM = also measured in b-catenin transl; calls as there; cell count; measured here: cell count, cytotoxicity flag
T cell modulator vesicle-bound % = recorded beside T cell modulator, whose call it bears; double positive events, %; measured here: CD8+ vesicle-bound cell fraction;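 binding gate set so that unloaded-vesicle control wells show 10% double positive cells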
Myeloid diff 2 GFP+ MAC1+ % = further read-out of Myeloid diff 2, marked with its call; GFP+ MAC1+ double positive, %; measured here: differentiation confirmed by MAC1 staining
An asterisk follows results filed as active; i = inactive; u = inconclusive; x = no result given; + = active, no number.

Results follow in this order: WT yeast gro inh	WT yeast gro inh mutant strain	Rac1 GTP hydrolysis	SV40 large T antigen	RSV antiviral HEp-2	Salmonella PhoP GFP	Myeloid diff 2	Myeloid diff 2 GFP+ MAC1+ %	T cell modulator	T cell modulator vesicle-bound %	b-catenin transl	b-catenin transl cell count 5 µM	West Nile virus CPE
1	CC(=O)Nc1cccc(NC(=O)C2CC3CCC2C3)c1 (centres undefined)
  9	2	9%	5%	1.9%	-5%	i	6.6	i	20	0.3	1132	-0.2%
2	O=C(NCc1ccco1)c1cnc2n(c1=O)CCS2
  x	x	11%	x	0.5%	x	i	4.9	i	26	-4.7	862	0.2%
3	O=C(c1cccc(N2C(=O)C3C4C=CC(C4)C3C2=O)c1)N1CCCc2ccccc21 (centres undefined)
  -10	-4	11%	1%	0.5%	-1%	i	0.4	i	20	-0.2	1149	-0.5%
4	CC(C)(C)c1ccc(-c2noc(CCC(=O)NCC3CCCO3)n2)cc1 (centres undefined)
  -6	-1	8%	16%	-1.1%	3%	i	1.7	i	48	x	x	-0.9%
5	NC(=O)C[n+]1cccc2ccccc21
  9	18	1%	14%	0.9%	-24%	i	5.9	i	5	-2.8	1007	0.4%
6	CC(C)CCn1c(=O)c2ccccc2n2c(CCl)nnc12
  -7	-12	-3%	12%	-2.3%	3%	i	1.5	i	18	7.1	940	0.6%
7	COc1ccc(/C=C/C(=O)NC(=S)N2CCSCC2)cc1
  16	13	17%	12%	-1.0%	22%	i	0.3	i	42	-3.0	1130	-1.0%
8	CC1CCCN(C(=O)Cn2nnc(-c3ccccc3F)n2)C1 (centres undefined)
  x	x	-9%	20%	1.5%	10%	i	0.4	i	41	x	x	-0.2%
9	COc1cc2cc(CCOC(=O)c3ccc(C#N)cc3)oc(=O)c2cc1OC
  x	x	18%	x	2.9%	x	i	2.9	i	37	x	x	x
10	Cc1cccc(-c2nc(CN3CCCC(C(=O)NC4CCC(C)CC4)C3)c(C)o2)c1 (centres undefined)
  5	38	5%	3%	22%	10%	i	1.4	i	28	x	x	-1.7%
11	CCOC(=O)c1[nH]c2ccccc2c1NC(=O)CC(C)(C)C
  8	-7	17%	0%	2.0%	-3%	i	2.9	i	38	x	x	22µM*
12	CC1CCC2CCCCC2N1C(=O)c1cc([N+](=O)[O-])cc([N+](=O)[O-])c1 (centres undefined)
  x	x	7%	10%	0.7%	-3%	i	0.2	i	35	x	x	1.1%
13	O=C(N/N=C/c1ccc(-c2ccccc2[N+](=O)[O-])o1)[C@H]1C[C@@H]1c1ccccc1
  39	-4	0%	1%	41%	0%	i	0.7	i	35	1.3	858	0.5%
14	Cc1cc(=O)c2ccccc2n1Cc1ccccc1
  26	39	-1%	8%	4.2%	-4%	i	0.5	i	59	0.9	1435	0.0%
15	COc1ccc(C(=O)OC(C)C(=O)NC(C)CCc2ccccc2)c(OC)c1 (centres undefined)
  x	x	10%	5%	2.7%	-2%	i	1.0	i	15	x	x	0.3%
16	CCS(=O)(=O)c1nn2c(N)c(/C=C3/C=CC(=O)C(OC)=C3)c(=O)nc2s1
  -13	-1	37µM*	u	-0.1%	-1%	i	0.3	i	30	x	x	0.2%
17	COc1ccc(S(=O)(=O)N2CCC(C(=O)NCCC(=O)NC3CC3)CC2)cc1
  x	x	-2%	9%	4.5%	2%	u	x	i	54	x	x	0.1%
18	CCc1nc(=O)c(-c2ccccc2)c(C)n1-c1ccccc1
  x	x	8%	4%	0.9%	4%	i	0.4	i	25	x	x	-0.5%
19	Cc1cccc(C)c1NC(=O)CNC(=O)C(C)N1CCN(c2cccc(Cl)c2)CC1 (centres undefined)
  x	x	1%	x	-0.3%	x	i	0.3	i	14	x	x	x
20	CCCCn1c(N)c(N(CCOC)C(=O)c2oc3ccc(OCC)cc3c2C)c(=O)[nH]c1=O
  x	x	7%	5%	-1.3%	-7%	i	0.6	i	30	x	x	x
21	CS(=O)(=O)N1CCN=C1SCc1ccccc1
  x	x	8%	6%	0.6%	7%	i	3.0	i	24	x	x	0.3%
22	CCOC(=O)c1cc(C(C)=O)c(=O)n(C)c1N
  -3	-16	4%	-4%	1.3%	9%	i	0.3	i	8	-1.6	1022	0.5%
23	COc1ccc(Cl)cc1NC(=O)CN(C)C(=O)CSc1ccc2c(c1)OCCO2
  x	x	4%	x	-0.1%	x	i	0.5	i	37	x	x	x
24	O=C(O)C(CO)N=Cc1c(O)c2ccccc2oc1=O (centres undefined)
  -14	9	-6%	6%	0.8%	4%	i	0.2	i	66	0.6	1073	-0.4%
25	CC(C)(C)CC(=O)N[C@@H](Cc1ccccc1)c1nc2ccccc2[nH]1
  x	x	3%	11%	0.0%	-2%	i	0.8	i	26	x	x	-0.7%
26	CCn1c(SCC(=O)NNC(=O)c2ccccc2)nnc1-c1ccncc1
  10	23	-11%	9%	1.5%	1%	i	3.9	i	37	-5.5	1132	-0.1%
27	COc1cc(/C=C/C(=O)Nc2ccccc2C(F)(F)F)cc(OC)c1OC
  -8	-2	x	-1%	3.9%	5%	x	x	i	33	-0.3	1426	x
28	CS(=O)(=O)N(CC(=O)NC1CCCCC1)c1cccc(Cl)c1
  -3	-10	-2%	1%	2.6%	6%	i	3.1	i	58	-2.2	1080	-0.9%
29	Cc1cccc2c(C(=O)N3CCN(C(=O)c4ccco4)CC3)cc(-c3cccc(Br)c3)nc12
  81*	44*	7%	0%	8.1%	-3%	i	1.4	i	16	0.5	1492	-0.9%
30	Cc1ccc(/C=N/NC(=O)c2ccncc2)s1
  x	x	10%	9%	-0.6%	-6%	i	0.7	i	26	-0.9	1285	0.0%
31	CCOc1cccc2cc(C(=O)NCc3ccc(C)cc3)c(=N)oc12
  x	x	7%	23%	2.9%	2%	i	1.8	i	49	x	x	-0.3%
32	CC(=O)N1CCN(c2ccc(NC(=O)c3cc4ccccc4o3)cc2)CC1
  x	x	10%	9%	0.2%	8%	i	0.3	i	55	x	x	-0.8%
33	Cc1cccc(-c2nnc(SCc3ccccc3)o2)c1
  65*	-10*	6%	5%	5.2%	3%	i	1.3	i	39	-5.4	1409	-0.2%
34	CCN(C(=O)CN1CCN(c2ccccc2)CC1)c1c(N)n(Cc2ccccc2)c(=O)[nH]c1=O
  5	13	4%	14%	0.9%	-8%	i	1.2	i	36	-1.1	1073	0.6%
35	COc1ccccc1NC(=O)CCCC(=O)OCC(=O)c1ccc(F)cc1
  x	x	4%	11%	15%	-5%	i	1.7	i	48	x	x	0.2%
36	O=C(c1ccc(Cl)cc1)N1CCN(CCc2ccccn2)CC1
  x	x	x	0%	0.5%	8%	i	0.6	i	35	x	x	-0.2%
37	CC1CCN(C2=NC(=O)/C(=C/c3ccc(O)cc3)S2)CC1
  x	x	23%	13%	9.7%	0%	i	0.5	i	11	x	x	-0.5%
38	COc1ccc(N2CC(C(=O)Nc3ccccc3C(=O)NCc3ccco3)CC2=O)cc1 (centres undefined)
  -11	-26	7%	12%	1.0%	7%	i	0.7	i	21	x	x	0.1%
39	COc1ccc(-c2c(NC(=O)c3ccco3)oc3c(C)cccc3c2=O)cc1OC
  x	x	-4%	11%	1.3%	2%	i	4.5	i	33	x	x	1.8%
40	CN(C(=O)OC(C)(C)C)c1ccc(-c2nc3ccccc3s2)cc1
  x	x	7%	15%	-1.4%	x	i	0.7	x	x	x	x	-0.2%
41	CCSc1ncnc2sc3c(c12)CCC3
  -4	1	8%	5%	16%	12%	i	1.0	i	13	x	x	2.5%
42	O=[N+]([O-])c1ccc(/C([O-])=C(/C(=S)NCc2ccco2)[n+]2ccccc2)cc1
  -5	-5	16%	17%	-0.9%	-8%	i	0.6	i	51	1.9	1039	-0.6%
43	CCC(C)(C)n1nnnc1CN1CCSCC1
  -11	-6	-7%	-3%	0.0%	3%	i	1.9	i	31	-3.9	1174	-0.6%
44	CN(C)c1ccc(/C=C2\NC(=S)N(Cc3ccccc3)C2=O)cc1
  47	25	14%	9%	0.7%	-4%	+	24*	i	60	x	x	0.2%
45	Cc1sc2ncnc(N3CCCC(C)C3)c2c1C (centres undefined)
  10	30	9%	1%	8.4%	1%	i	0.4	i	66	-5.2	1006	-0.8%
46	Cc1ccc(/C=C2\SC(=S)N(CCCC(=O)NNC(=O)c3ccccc3O)C2=O)cc1
  x	x	-9%	25%	-0.1%	-3%	i	0.1	i	59	0.3	1289	1.3%
47	COc1ccc(/C=N/NC(=O)CCCC(=O)NC2CCCCC2)cc1
  -18	-12	3%	1%	1.1%	2%	i	1.0	i	22	3.6	1365	1.2%
48	O=C(NCCN1CCOCC1)c1cc(-c2cccs2)on1
  -7	-11	6%	-1%	-3.1%	14%	i	2.1	i	61	-0.4	1137	1.1%

Screens as filed in PubChem BioAssay.
